Compound activity (PubChem)
HIF-2a block: HIF-2a reporter inhibitors, primary screen, luminescence, 786-0 RCC cells; 786-0 RCC cells HIF-2a reporter, luciferase luminescence, overnight; inhibition, % at 18.8 µM; actives 0.72% (n = 360,000);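 active means inhibition of the luminescence signal of 40% or more relative to plate controls, in a single-dose primary screen at 18.75 µM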
hiPSC survival: enhancers of single-cell hiPSC survival, primary screen, ATPlite luminescence; 100% = ROCK inhibitor wells, 0% = DMSO; survival enhancement, % at 20 µM; actives 0.044% (n = 360,000); in the data active means survival enhancement above about 18%;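 further: cells exposed to compounds for 16 hours before the ATP read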
PDI turbidity: inhibitors of human PDI, primary screen, biochemical, turbidity, single point, plate reader | PDI insulin aggregation turbidity, A650, 90 min | inhibition, % at 10 µM | actives 0.052% (n = 350,000) | AID 588391, 2011;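 active means mean inhibition across replicates of 30% or more, whatever share of single replicates reach that level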;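 further: absorbance from insulin aggregation driven by PDI reduction with DTT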
NR2E3 ag-1: NR2E3 agonists in two-hybrid cells, primary screen, cell-based, luminescence, CHO-S, Gal4-NCOR/VP16-NR2E3. Photoreceptor-specific nuclear receptor (Homo sapiens), Q9Y5X4. luciferase. actives 0.35% (n = 360,000). inhibition of corepressor binding, % at 3.98 µM. AID 602229, 2012;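 active means inhibition above the mean of all tested compounds plus 3 SD, cut at about 70% in these data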;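 further: 0% = DMSO with NR2E3 transfected cells and 100% = cells lacking NR2E3 construct; higher means lower luciferase signal from less NR2E3 corepressor binding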
Target sequence (Q9Y5X4 whole entry, looked up, the tested form may be a part): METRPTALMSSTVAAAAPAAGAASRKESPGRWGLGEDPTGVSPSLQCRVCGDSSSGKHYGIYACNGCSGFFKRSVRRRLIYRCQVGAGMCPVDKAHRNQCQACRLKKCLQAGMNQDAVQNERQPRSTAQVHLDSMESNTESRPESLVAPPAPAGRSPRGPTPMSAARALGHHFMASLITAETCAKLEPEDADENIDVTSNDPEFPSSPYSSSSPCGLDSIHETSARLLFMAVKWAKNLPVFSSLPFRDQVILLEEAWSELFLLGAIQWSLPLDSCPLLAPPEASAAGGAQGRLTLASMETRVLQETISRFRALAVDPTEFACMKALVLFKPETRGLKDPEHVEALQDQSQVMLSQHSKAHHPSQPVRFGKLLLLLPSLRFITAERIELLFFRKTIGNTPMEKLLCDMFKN
CaV13 FRET inh: Disruptors of the CACNA1D IQ motif to Ca2+-dependent inactivation inhibitor domain association, primary screening, Förster resonance energy transfer in intact living …; HEK cells, CFP/YFP FRET ICDI-IQ, plate reader, 10 min; percent FRET-ratio fall versus neutral wells; inhibition, % at 12.3 µM; actives 0.098% (n = 340,000); AID 743397;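 active means mean replicate inhibition of at least 30% and at least 1% of replicates passing that level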;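 further: 0% = median of the neutral control wells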
Peg3 promoter: Peg3 promoter-driven luciferase inhibitors, primary screen, cell-based, HeLa, luciferase luminescence. inhibition, % at 20 µM. HeLa PEG-Prom luciferase reporter, overnight. AID 588405, 2011. actives 1.7% (n = 360,000);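 active means inhibition of at least 50% at 20 µM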
NR2E3 ag-2: inhibitors of NR2E3-RetCOR corepressor binding, primary screen, NR2E3 agonist project, biochemical, TR-FRET, GST-NR2E3, biotin-RetCOR; AID 2300, 2010; Photoreceptor-specific nuclear receptor (Homo sapiens), Q9Y5X4; inhibition of corepressor binding, % at 4.78 µM; actives 0.12% (n = 320,000); 1536-well;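 active means percent inhibition above the cutoff of mean plus 3 SD of all tested compounds, set per screening campaign, cut at about 20% in these data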;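 further: 0% = DMSO wells and 100% = biotin wells as full block of FRET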
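Material: NR2E3–RetCOR corepressor complex / Amount: 1.35 nM GST-NR2E3 / Medium: Tris pH 7.5 / Compound: single nominal compound dose of 4.8 µM / Incubation: 5 h at 4 °C / Technique: TR-FRET, Eu(K)-anti-GST donor, streptavidin-D2 acceptor, ex 340, em 617/671 nm / Read-out basis: percent loss of FRET ratio relative to control wells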
m5-HT2A agonist: mouse Htr2a agonists via beta-arrestin recruitment, primary screen, cell-based, luminescence | CHO-K1 mHTR2A beta-arrestin complementation; percent of 30 µM serotonin response | activation, % at 7.6 µM | actives 0.66% (n = 360,000);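 active means activation above a run cutoff, the mean activation of all tested compounds plus 3 SD, cut at about 14% in these data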;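 further: 0% = plate median of compound wells and 100% = 30 µM serotonin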
Target sequence (P35363 whole entry, looked up): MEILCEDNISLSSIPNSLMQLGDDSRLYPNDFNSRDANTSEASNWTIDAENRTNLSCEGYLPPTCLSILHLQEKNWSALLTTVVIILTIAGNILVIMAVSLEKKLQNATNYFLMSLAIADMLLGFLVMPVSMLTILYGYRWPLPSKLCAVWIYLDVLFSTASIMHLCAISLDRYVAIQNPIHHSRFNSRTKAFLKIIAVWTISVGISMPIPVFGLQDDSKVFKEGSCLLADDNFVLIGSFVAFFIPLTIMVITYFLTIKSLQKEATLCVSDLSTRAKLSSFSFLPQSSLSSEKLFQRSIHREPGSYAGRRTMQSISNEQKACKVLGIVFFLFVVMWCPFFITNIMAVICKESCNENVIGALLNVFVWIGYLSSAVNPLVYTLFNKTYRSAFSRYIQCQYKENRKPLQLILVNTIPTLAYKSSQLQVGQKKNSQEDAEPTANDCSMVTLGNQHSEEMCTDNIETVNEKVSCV
Shn3 inh set2: reduction of Shn3 3'UTR firefly luciferase signal, primary screen, Schnurri-3 inhibitor project, cell-based, Clone20 osteoblasts, set 2 | Clone20 osteoblast Shn3 3'UTR firefly luciferase, 24 h | actives 0.52% (n = 360,000) | inhibition, % at 12.5 µM;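 active means mean inhibition of at least 75% with every replicate also reaching 75%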;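 further: 0% = median of neutral control wells and 100% = pilot-screen positive control compound; some compounds past the cut are filed as inactive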
H9c2 protect: cardioprotection against H2O2-induced cell death, primary screen, uHTS, H9c2 cells, ATPLite luminescence | H9c2 cardiomyocytes, H2O2 injury protection, 2 h | protection from H2O2 cell death, % at 20 µM | actives 0.63% (n = 360,000) | AID 588492, 2011;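 active means compounds giving at least 50% protection of heart cells from peroxide-induced death in the single-dose screen, raw or plate-pattern-corrected value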;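 further: 0% = DMSO wells with peroxide and 100% = DMSO wells without peroxide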
TRPM1 prom inh: inhibitors of MITF-dependent TRPM1 promoter reporter, primary screen, cell-based, SK-MEL-5, single point, luciferase | SK-MEL-5 TRPM1 promoter luciferase, 24 h | inhibition, % at 12.5 µM | actives 0.83% (n = 330,000) | AID 488899, 2010;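 active means mean inhibition across replicates of 60% or more, whatever share of single replicates reaches that level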; further: values of inactives mirror those of a sister screen read the other way
Starred values were filed as active, the others as inactive; · = no result given. Outcome played no part in choosing rows. About 3.9% of those tested had a hit in this group.

Under each structure – HIF-2a block	hiPSC survival	PDI turbidity	NR2E3 ag-1	CaV13 FRET inh	Peg3 promoter	NR2E3 ag-2	m5-HT2A agonist	Shn3 inh set2	H9c2 protect	TRPM1 prom inh
CCOc1ncccc1C(=O)OCC(=O)Nc1ccc(C)c(S(=O)(=O)N(C)C)c1
 : 7.3	1.2	-7.9	3.8	-5.6	16.2	1.4	-1.1	10.6	-4.7	1.1
O=C(NC(=S)N1CCCCC1)C12CC3CC(CC(C3)C1)C2
 : 9.0	6.2	-5.7	-17.2	-4.5	0.2	-1.0	0.1	-8.3	-1.7	5.3
Fc1cccc(Nc2c3c(nc4ccccc24)CCC3)c1
 : 5.9	0.7	3.5	1.5	-4.7	15.2	-1.6	-10.7	32.8	-16.4	-0.8
CCN(C(=O)COC(=O)c1cccnc1Nc1cccc(C(F)(F)F)c1)C1CCS(=O)(=O)C1 (configuration not stated)
 : 14.2	0.5	2.3	-22.8	-6.4	0.9	-0.3	1.1	12.9	-7.9	16.1
CC(C)Oc1ccc(C(=O)NCc2cccnc2)cc1
 : -30.6	2.5	-8.6	13.0	-2.8	-25.4	-3.0	-1.1	-12.7	-0.8	5.7
O=C(CN1CCCC1)Nc1ccc([N+](=O)[O-])cc1
 : 5.5	-0.9	1.9	9.8	3.6	3.9	-1.9	-3.7	7.1	5.6	1.9
O=C(CCn1cccn1)Nc1ccc2c(c1)OCO2
 : -104.2	-0.3	1.8	-39.0	-16.4	-97.5	-3.6	0.0	-31.7	3.1	-16.8
COCCOC1CCN(C(=O)C2CCC(=O)N(Cc3cccc(F)c3)C2)CC1 (configuration not stated)
 : -4.5	-0.3	1.2	6.6	-7.6	-27.4	2.7	6.3	7.7	2.1	3.4
CCCCC(=O)Nc1ccc(C(=O)NCc2ccncc2)cc1
 : 13.3	-0.1	-31.1	-2.2	-8.0	8.9	-1.7	3.8	-0.7	-3.7	5.4
CCC(=O)Nc1nc(C)cc(SCC(=O)OC)n1
 : 7.0	0.5	-1.5	-10.6	-5.0	-5.5	-3.6	-0.8	-11.1	9.6	1.0
C=CCc1ccccc1OCC(O)CN1CCN(CCN2C(=O)c3cccc4cccc(c34)C2=O)CC1 (configuration not stated)
 : -6.5	-0.5	8.1	6.5	-4.9	41.2	3.1	-6.5	19.2	2.7	-7.0
CC1(C)CC(=O)c2sc(NS(=O)(=O)c3cc(Cl)ccc3Cl)nc2C1
 : 13.6	-0.2	-2.2	-9.3	-4.2	3.6	8.7	4.8	2.8	1.8	13.1
O=C(OCC(=O)C12CC3CC(CC(C3)C1)C2)c1cccnc1
 : 9.9	0.2	-1.1	-20.4	3.5	13.2	2.8	3.6	-1.4	1.7	7.6
Cc1ccc(Cn2ccc(NC(=O)c3noc4c3CCCCC4)n2)cc1
 : -237.7	-2.1	-11.9	-41.9	-3.4	-112.2	-3.3	0.1	-2.4	-19.4	-24.5
COc1cc(C2/C(=C(\O)c3ccc4c(c3)CC(C)O4)C(=O)C(=O)N2CCN2CCOCC2)cc(OC)c1OC (configuration not stated)
 : 11.5	-0.3	-6.6	5.0	-2.2	7.3	-1.2	2.7	-6.9	-2.6	3.5
COc1ccc(C(=O)Nc2ccc(N3CCN(C(=O)C(C)C)CC3)cc2)cc1[N+](=O)[O-]
 : 10.3	-2.3	0.6	9.7	-4.2	-0.2	-1.0	-1.3	4.4	6.0	-9.1
O=C(Cc1cccs1)N(c1ccc(F)cc1)C1(C(=O)NC2CCCCC2)CCCC1
 : 7.6	0.5	5.7	-4.2	7.6	21.5	0.0	-2.1	8.9	11.5	-4.3
O=C(Nc1c(O)c2ccccc2[nH]c1=O)c1ccco1
 : 3.4	-0.1	-4.1	-4.0	-2.8	-1.2	-1.9	2.8	-19.4	8.1	9.7
CCOc1ccccc1N(CC(=O)Nc1ccc2c(c1)OCO2)S(C)(=O)=O
 : 4.6	-0.6	2.2	-10.4	-4.0	2.6	-0.6	-2.5	3.3	-6.1	3.2
COc1ccc2c(C)cc(SCC(=O)c3ccc4c(c3)OCO4)nc2c1
 : -12.0	0.4	11.5	7.8	-4.1	6.7	3.5	-1.8	-9.2	-2.8	-3.9
Nc1ccc2nc(SCC(=O)Nc3ccc(N4CCOCC4)c(Cl)c3)sc2c1
 : -82.9	0.7	-31.8	20.1	-2.7	-104.4	-0.3	-0.2	54.6	-27.5	-8.2
O=C1CC2(CCN(C(=O)c3cccc(Br)c3)CC2)Oc2ccccc21
 : 18.8	-0.5	6.7	-16.5	-2.7	-8.3	-0.6	-10.0	20.9	-2.9	6.1
CC1c2[nH]c3ccccc3c2CCN1S(C)(=O)=O (configuration not stated)
 : 17.1	-1.3	-6.2	-32.3	-2.1	23.1	2.7	-2.1	-16.1	1.5	7.9
CC(C)CSc1nnc2c(n1)[nH]c1ccccc12
 : -275.8	-1.4	-41.1	-126.4	-3.4	-259.4	1.5	2.3	-27.2	-14.6	11.8
COc1ccccc1C(=O)Nc1ccc(N2CCN(Cc3ccccc3)CC2)cc1
 : -13.6	5.9	-2.9	8.6	·	-17.5	-0.8	1.7	0.9	12.3	-0.3
O=C(c1cccs1)N1CCN(Cc2ccncc2)CC1
 : 5.7	-1.0	3.4	-17.0	·	4.1	-1.5	8.3	4.0	-1.6	0.2
Cn1c(=O)c2c(nc3n2CC(COc2ccccc2)O3)n(C)c1=O (configuration not stated)
 : 16.2	-0.1	-12.5	-19.0	-19.6	20.2	·	-0.1	-20.6	17.7	9.6
O=C(COc1ccccc1O)Nc1ccccc1Cl
 : -143.7	2.9	-6.5	-50.4	-4.2	-177.2	-0.8	-2.5	-41.6	-2.6	-46.9
COc1ccc(C2C(CN3CCOCC3)C(=O)N2c2ccccc2)cc1 (configuration not stated)
 : 11.7	1.8	3.0	-2.1	-5.6	3.6	3.5	0.2	5.7	6.2	-18.8
Cc1ccc(-c2cc(C(F)F)n3ncc(C(=O)Nc4cn(C)nc4C)c3n2)cc1
 : -1.0	7.1	-10.0	-11.1	-1.4	17.3	4.8	1.0	11.2	44.7	12.2
Cc1ccc(NC2=C/C(=N/S(=O)(=O)c3cccs3)c3ccccc3C2=O)cc1
 : -152.1	-2.2	3.5	13.7	-15.3	-88.0	2.4	-2.6	97.2*	-17.7	105.4*
Cn1c(SCC(=O)Nc2cccc(F)c2)nc2c([nH]c3ccccc32)c1=O
 : 15.4	-2.2	7.7	-7.3	-5.5	35.0	4.3	-2.5	38.6	-5.0	39.8
O=C(NCCc1nc2ccccc2[nH]1)/C(=C/c1ccco1)NC(=O)c1ccccc1Br
 : 13.4	-0.1	2.1	-16.6	-0.9	16.2	3.8	1.0	-16.5	6.8	18.1
Cc1ccc(CN2CCN(/N=C/c3sccc3C)CC2)c(C)c1
 : -6.4	-1.0	-2.9	8.4	-4.2	-7.2	-1.4	-1.1	0.7	-6.0	-7.0
CCCCc1nnc(NC(=O)CSCc2cc(=O)n3ccsc3n2)s1
 : 2.7	0.1	-1.8	-31.6	-13.2	-5.4	-2.8	3.0	-4.6	-2.0	7.6
Oc1ccc(C[C@H]2CNC(=S)N2C[C@H]2CCCN2C[C@H](Cc2ccccc2)N2C[C@H](Cc3ccc(O)cc3)N(CCc3ccccc3)C2=S)cc1
 : -48.6	1.5	·	0.6	-3.8	75.8*	·	2.1	-9.5	-7.4	·
CC1c2ccsc2CCN1S(=O)(=O)c1cccs1 (configuration not stated)
 : 17.0	-0.3	3.7	29.8	-3.7	21.0	-0.2	-4.4	10.3	2.8	-7.5
CC(C)CNS(=O)(=O)c1ccc(CC(C)C)cc1
 : 12.9	-0.5	-2.0	-7.3	-5.9	-7.1	1.7	-2.7	19.0	-2.6	-5.0
CCCN(CCC)CCCNC(=O)c1cc2c(=O)n(CC)c3ccccc3c2s1
 : -19.4	-0.6	5.4	25.9	-4.8	1.8	-2.5	-11.2	-1.6	0.4	-10.1
O=C1C=C(c2ccccc2)C[C@H](c2cccs2)[C@H]1n1cnc([N+](=O)[O-])c1
 : 18.1	-1.5	4.6	-5.5	-5.1	-18.9	-3.7	-2.0	16.4	2.9	-12.5
CN(C)c1cc(-c2ccc(Cl)c(Cl)c2)oc(=O)c1Cl
 : 13.2	-0.6	7.8	-5.7	-2.6	26.7	3.3	-1.7	-29.0	-9.1	0.8

A run of entries taken from the entries so far:
Under each structure – HIF-2a block	hiPSC survival	PDI turbidity	NR2E3 ag-1	CaV13 FRET inh	Peg3 promoter	NR2E3 ag-2	m5-HT2A agonist	Shn3 inh set2	H9c2 protect	TRPM1 prom inh
CCCCc1nnc(NC(=O)CSCc2cc(=O)n3ccsc3n2)s1
 : 2.7	0.1	-1.8	-31.6	-13.2	-5.4	-2.8	3.0	-4.6	-2.0	7.6
Oc1ccc(C[C@H]2CNC(=S)N2C[C@H]2CCCN2C[C@H](Cc2ccccc2)N2C[C@H](Cc3ccc(O)cc3)N(CCc3ccccc3)C2=S)cc1
 : -48.6	1.5	·	0.6	-3.8	75.8*	·	2.1	-9.5	-7.4	·
CC1c2ccsc2CCN1S(=O)(=O)c1cccs1 (configuration not stated)
 : 17.0	-0.3	3.7	29.8	-3.7	21.0	-0.2	-4.4	10.3	2.8	-7.5
CC(C)CNS(=O)(=O)c1ccc(CC(C)C)cc1
 : 12.9	-0.5	-2.0	-7.3	-5.9	-7.1	1.7	-2.7	19.0	-2.6	-5.0
CCCN(CCC)CCCNC(=O)c1cc2c(=O)n(CC)c3ccccc3c2s1
 : -19.4	-0.6	5.4	25.9	-4.8	1.8	-2.5	-11.2	-1.6	0.4	-10.1
O=C1C=C(c2ccccc2)C[C@H](c2cccs2)[C@H]1n1cnc([N+](=O)[O-])c1
 : 18.1	-1.5	4.6	-5.5	-5.1	-18.9	-3.7	-2.0	16.4	2.9	-12.5
CN(C)c1cc(-c2ccc(Cl)c(Cl)c2)oc(=O)c1Cl
 : 13.2	-0.6	7.8	-5.7	-2.6	26.7	3.3	-1.7	-29.0	-9.1	0.8
